Screens as filed in PubChem BioAssay.
GLS inhibitor: qHTS for Inhibitors of Glutaminase (GLS). AID 624170, 2012. Potency, µM (titrated, usually from 45.5 µM), without a hit: at the top dose activity change, negative = inhibition, hits mostly inhibitors. GLS enzymatic activity, qHTS titration. 410,000 compounds, 0.21% hits. Glutaminase kidney isoform, mitochondrial (Homo sapiens), O94925
Target sequence (O94925 whole entry, looked up, canonical isoform): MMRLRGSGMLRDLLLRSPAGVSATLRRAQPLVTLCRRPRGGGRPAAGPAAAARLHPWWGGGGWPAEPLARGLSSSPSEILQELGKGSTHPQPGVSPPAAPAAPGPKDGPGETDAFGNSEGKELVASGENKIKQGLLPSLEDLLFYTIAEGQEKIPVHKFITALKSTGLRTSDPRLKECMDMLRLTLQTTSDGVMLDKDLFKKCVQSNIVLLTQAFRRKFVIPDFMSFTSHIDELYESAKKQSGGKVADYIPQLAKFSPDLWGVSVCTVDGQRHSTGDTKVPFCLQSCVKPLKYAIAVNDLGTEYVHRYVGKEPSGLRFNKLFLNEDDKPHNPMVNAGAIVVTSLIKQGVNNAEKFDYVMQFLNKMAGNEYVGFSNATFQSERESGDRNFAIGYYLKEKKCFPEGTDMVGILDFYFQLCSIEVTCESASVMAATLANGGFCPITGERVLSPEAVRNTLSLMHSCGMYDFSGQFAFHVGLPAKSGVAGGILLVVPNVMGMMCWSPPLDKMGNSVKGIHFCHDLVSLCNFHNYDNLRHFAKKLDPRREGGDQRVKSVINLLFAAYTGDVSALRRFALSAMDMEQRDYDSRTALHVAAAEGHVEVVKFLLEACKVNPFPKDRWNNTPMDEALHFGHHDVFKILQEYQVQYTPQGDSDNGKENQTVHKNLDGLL
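Coupled fluorescence readout: glutamate oxidase/HRP/Amplex Red detect glutamate formed by hKGA from L-glutamine (1 mM solution added). Buffer 45 mM KH2PO4 pH 8.2, 0.02% Tween-20; reads at t0 and 30 min RT.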
G9a block: qHTS Assay for Inhibitors of Histone Lysine Methyltransferase G9a; Histone-lysine N-methyltransferase EHMT2 (Homo sapiens), Q96KQ7; G9a H3K9 monomethylation, AlphaScreen, 2 h; Potency, µM (top dose mostly 102 µM), for the others: at the highest dose activity, negative = inhibition, actives largely listed as inhibitors; 350,000 compounds, 8.8% hits; further: nearly all actives have a fitted effect of over 75% in size
Target sequence (Q96KQ7 913-1193 limits assumed): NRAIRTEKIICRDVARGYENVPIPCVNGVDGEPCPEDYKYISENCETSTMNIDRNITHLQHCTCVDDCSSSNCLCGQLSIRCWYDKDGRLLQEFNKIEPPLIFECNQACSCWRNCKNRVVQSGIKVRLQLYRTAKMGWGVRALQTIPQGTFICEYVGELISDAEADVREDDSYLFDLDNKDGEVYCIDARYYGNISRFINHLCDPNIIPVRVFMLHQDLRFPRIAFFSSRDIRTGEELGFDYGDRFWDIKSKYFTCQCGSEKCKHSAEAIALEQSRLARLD
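G9a (20 nM) was preincubated 15 min with compound, then reacted 2 h at room temperature with 500 nM biotin-H3K9 peptide and 20 µM SAM. Monomethyl-H3K9 detected by AlphaScreen using anti-H3K9me1 antibody.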
BAZ2B block: qHTS Assay for Inhibitors of BAZ2B | Bromodomain adjacent to zinc finger domain protein 2B (Homo sapiens), Q9UIF8 | AlphaScreen BAZ2B-H3K14Ac peptide displacement | Potency, µM (top dose mostly 114 µM), for inactives: top-dose activity change, negative = inhibition, hits mostly inhibitors | 360,000 compounds, 4.4% hits | AID 504333, 2011; further: nearly all actives have a fitted effect of over 60% in size
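Inhibition is scored as reduced AlphaScreen emission. The BAZ2B/b-H3(5-23)K14Ac complex (50 nM each) in PBS pH 7.4, 0.01% Tween-20 meets compound (up to 110 uM) for 30 min at RT before bead addition.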
BLM helicase inh: qHTS Assay for Inhibitors of Bloom's syndrome helicase (BLM); RecQ-like DNA helicase BLM (Homo sapiens), P54132; recombinant BLM DNA unwinding, fluorescence dequenching; Potency, µM (titrated, usually from 56.1 µM), without a hit: top-dose activity change, negative = inhibition, usual class: inhibitors; 350,000 compounds, 0.2% hits;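 further: plate controls were vehicle for no effect and no enzyme for full effect; nearly all actives have a fitted effect of over 35% in size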
The depositor's hits bear a star; ? = inconclusive; . = not tested or not shown; [ ] = dose if it differs, or a comment. The call rests on the fitted dose curve; in most records, active means well fitted curve in the direction sought with a large enough effect; inconclusive means small, poorly fitted or top-dose-only effect, or another doubt; inactive means no such curve, though single readings can be large; an effect the other way counts as inactive or inconclusive. Unless noted, on the % scale 0 is the no-effect control and ±100 the full control effect; potency means the concentration at half of the fitted maximal effect.

SMILES	GLS inhibitor	G9a block	BAZ2B block	BLM helicase inh
CC(C)Oc1cc(F)ccc1-c1cc(C(=O)NC2CCCCC2)[nH]n1	7%	.	.	.
CC(=O)NC(c1cccc(F)c1)c1nc(-c2cccc(C(=O)O)c2)cs1 (configuration not stated)	7%	.	.	.
CC1=C(C(=O)N(C)C)CC(CC(=O)NCCN2CCOCC2)C(=O)N1CCCN1CCCC1=O (configuration not stated)	-3%	.	.	.
CC(=O)c1cccc(-c2ccnc3c2CC(C(=O)Nc2cccc(Oc4ccccc4)c2)O3)c1 (configuration not stated)	6%	.	.	.
COc1ccc(CNC(=O)c2[nH]c(C(F)(F)F)nc2-c2ccccc2)cc1	9%	.	.	.
CC1(C(=O)NCc2cccc3ccccc23)CCN1Cc1cc2ccccc2o1 (configuration not stated)	1%	.	.	.
O=C(O)CC1CC(O)CCC1=O (configuration not stated)	3%	.	.	.
COCCNC(=O)C1(C)CCN(C(=O)c2cc(C(C)(C)C)nn2C)C1 (configuration not stated)	1%	.	.	.
COc1cc(NC(=O)Nc2nc(C(N)C(C)C)cs2)cc(OC)c1OC (configuration not stated)	18%	.	.	.
COc1ccc(Cc2c(-c3ccc(OC)c(OC)c3)nc3cc(C)c(Br)c(C)n23)c(C)c1	4%	.	.	.
O=C(NCc1ccc(F)cc1)c1cc(C2CCCCN2C(=O)c2cccs2)on1 (configuration not stated)	8%	.	.	.
Cc1cc(C(=O)N2CCC2(C)C(=O)NS(=O)(=O)c2ccc(Cl)cc2)nn1C (configuration not stated)	7%	.	.	.
COC(=O)[C@]12CCCCC=C1N(Cc1cccc3ccccc13)C(=O)[C@H](CC(=O)NCC13CC4CC(CC(C4)C1)C3)C2	3%	.	.	.
O=C(CC[C@H]1O[C@@H](n2ccc(=O)[nH]c2=O)[C@H](O)[C@@H]1O)N[C@H](Cc1ccccc1)C(=O)NCC1CCCO1 (some centres not stated)	-12%	.	.	.
CCCCNC(=O)c1ccc2nc(CC)c(N(CC)CCOC)n2c1	14%	.	.	.
CC1(C(=O)NS(=O)(=O)c2ccccc2)CCN1C(=O)COc1ccc(Cl)cc1 (configuration not stated)	3%	.	.	.
C#Cc1ccc(NC(=O)C2(C)CCN2C(=O)Cc2ccc(C(C)(C)C)cc2)cc1 (configuration not stated)	20%	.	.	.
Cc1cc(Br)cn2c(Cc3ccccc3C(F)(F)F)c(-c3ccc(Cl)cc3)nc12	-16%	.	.	.
O=C(Nc1ccccc1Cl)c1cc(C2CCCCN2S(=O)(=O)c2ccc(F)cc2F)on1 (configuration not stated)	-3%	.	.	.
CCc1nc2ccc(C(=O)NCCCn3ccnc3)cn2c1N(C)C(=O)C1CCCCC1	-5%	.	.	.
Nc1ncnc2c1ncn2[C@@H]1O[C@H](C(=O)NS(=O)(=O)c2ccccc2[N+](=O)[O-])[C@@H](O)[C@H]1O	4%	.	.	.
Cc1cc(-c2ccc(F)cc2)n2ncc(-c3ccccc3)c2n1	-8%	.	.	.
C[C@@H](C1=C(CCN(C)C)Cc2ccccc21)c1ccccn1	0%	.	.	-9%
COC(=O)[C@@]1(Cc2ccc(F)cc2)[C@H]2c3cc(C(=O)N(C)C)n(CCF)c3C[C@H]2CN1C(=O)c1ccccc1	2%	.	.	-3%
COC(=O)[C@@]1(Cc2ccc(OC)cc2)[C@H]2c3cc(C(=O)N4CCCC4)n(Cc4ccc(C)c(F)c4F)c3C[C@H]2CN1C(=O)c1ccccc1	-22%	.	.	-8%
COC(=O)[C@@]1(Cc2ccc(F)cc2)[C@H]2c3cc(C(=O)N4CCCC4)n(Cc4ccc(S(C)(=O)=O)cc4)c3C[C@H]2CN1C(=O)c1ccccc1	6%	.	.	-10%
COC(=O)[C@@]1(Cc2ccc(F)cc2)[C@H]2c3cc(C(=O)N4CCCC4)n(Cc4ccc(Cl)c(C(F)(F)F)c4)c3C[C@H]2CN1C(=O)c1ccccc1	2%	.	.	-9%
COC(=O)[C@@]1(Cc2ccc(F)cc2)[C@H]2c3cc(C(=O)N4CCCC4)n(Cc4cc(C)n(C)n4)c3C[C@H]2CN1C(=O)c1ccccc1	-5%	.	.	-5%
COC(=O)[C@@]1(Cc2ccc(F)cc2)[C@H]2c3cc(C(=O)N4CCCC4)n(Cc4ccccc4)c3C[C@H]2CN1C(=O)c1ccccc1	1%	.	.	2%
CCC[C@H]1C[C@H](C(=O)NC(C(C)Cl)C2O[C@@H](SC)C(OP(=O)(O)O)[C@@H](O)[C@@H]2O)N(C)C1 (some centres not stated)	14%	.	.	-8%

Record cards, as listed above. Values in the order: GLS inhibitor, G9a block, BAZ2B block, BLM helicase inh
COC(=O)[C@@]1(Cc2ccc(F)cc2)[C@H]2c3cc(C(=O)N4CCCC4)n(Cc4cc(C)n(C)n4)c3C[C@H]2CN1C(=O)c1ccccc1 across the screens: -5%, ., ., -5%
C[C@@H](C1=C(CCN(C)C)Cc2ccccc21)c1ccccn1 across the screens: 0%, ., ., -9%
COC(=O)[C@@]1(Cc2ccc(F)cc2)[C@H]2c3cc(C(=O)N4CCCC4)n(Cc4ccc(Cl)c(C(F)(F)F)c4)c3C[C@H]2CN1C(=O)c1ccccc1 across the screens: 2%, ., ., -9%
COC(=O)[C@@]1(Cc2ccc(F)cc2)[C@H]2c3cc(C(=O)N(C)C)n(CCF)c3C[C@H]2CN1C(=O)c1ccccc1 across the screens: 2%, ., ., -3%
COC(=O)[C@@]1(Cc2ccc(F)cc2)[C@H]2c3cc(C(=O)N4CCCC4)n(Cc4ccc(S(C)(=O)=O)cc4)c3C[C@H]2CN1C(=O)c1ccccc1 across the screens: 6%, ., ., -10%

The listing picks up; the 2 compounds before the break are reprinted first.
SMILES	GLS inhibitor	G9a block	BAZ2B block	BLM helicase inh
COC(=O)[C@@]1(Cc2ccc(F)cc2)[C@H]2c3cc(C(=O)N4CCCC4)n(Cc4ccccc4)c3C[C@H]2CN1C(=O)c1ccccc1	1%	.	.	2%
CCC[C@H]1C[C@H](C(=O)NC(C(C)Cl)C2O[C@@H](SC)C(OP(=O)(O)O)[C@@H](O)[C@@H]2O)N(C)C1 (some centres not stated)	14%	.	.	-8%
NCCNCCN	-21%	.	.	-2%
CCCCCCCCCCCCCCCC(=O)OC[C@@H](COP(=O)([O-])OCC[N+](C)(C)C)OC(=O)CCCCCCCCCCCCCCC	-1%	.	.	-5%
COC(=O)[C@@]1(Cc2ccc(F)cc2)[C@H]2c3cc(C(=O)N(C)C)n(Cc4ccc(Cl)c(C(F)(F)F)c4)c3C[C@H]2CN1C(=O)c1ccccc1	-13%	.	.	-8%
Cn1ccc2cc(-c3ccc4ncnc(NCc5cccnc5)c4c3)ccc21	.	?	?	.
C#CCOCCOCCOCCNc1nc(N2CCN(C(=O)CCCCCCCCCCNC(=O)[C@H]([C@@H](C)CC)n3cc(CCCCN=C(N)N)nn3)CC2)nc(N2CCN(C(=O)CCCCCCCCCCNC(=O)[C@H](CCCCN)n3cc(C[C@@H](C)CC)nn3)CC2)n1	.	16%[2.33 µM]	50µM*	.
O=C(Nc1cccc(N2C(=O)C=CC2=O)c1)c1cccs1	.	?	?	.
Cc1ccc2nc3n(c(=O)c2c1)-c1cc(Cl)ccc1C(=O)NC3Cc1ccccc1 (configuration not stated)	.	-4%[2.33 µM]	-1%	.
Cn1c2cc([N+](=O)[O-])sc2c2cnn(Cc3ccccc3F)c(=O)c21	.	-29%[12.7 µM]	-1%	.
C#CCOCCOCCOCCNc1nc(N2CCN(C(=O)CCCCCCCCCCNC(=O)[C@H](CCCN=C(N)N)n3cc(C[C@@H](C)CC)nn3)CC2)nc(N2CCN(C(=O)CCCCCCCCCCNC(=O)[C@@H]([C@H](C)CC)n3cc(CCCCCN)nn3)CC2)n1	.	10%[2.33 µM]	56µM*	.
O=C1NC(Cc2ccccc2)c2nc3ccc(Cl)cc3c(=O)n2-c2cc(Cl)ccc21 (configuration not stated)	.	4%[2.33 µM]	3%	.
COC(=O)CCC(=O)c1ccc(OC)c(Cl)c1	.	-4%[2.33 µM]	3%	.
O=C(NCc1ccc(F)cc1)c1cccc2c1C(=O)c1ccc(Cl)cc1S2(=O)=O	.	-6%[2.33 µM]	8%	.
CC(C)CC1NC(=O)c2ccccc2-n2c1nc1ccc(F)cc1c2=O (configuration not stated)	.	-6%[0.501 µM]	6%	.
Cn1c2ccsc2c2cnn(Cc3ccc(F)cc3)c(=O)c21	.	3%[12.7 µM]	9%	.
C=C(C(=O)Oc1ccccc1C(C)(C)C)c1ccccc1	.	-1%[0.501 µM]	172%[activator]	.

Three entries out of the list above, sorted by the value under GLS inhibitor, highest first.
SMILES	GLS inhibitor	G9a block	BAZ2B block	BLM helicase inh
CCCCCCCCCCCCCCCC(=O)OC[C@@H](COP(=O)([O-])OCC[N+](C)(C)C)OC(=O)CCCCCCCCCCCCCCC	-1%	.	.	-5%
COC(=O)[C@@]1(Cc2ccc(F)cc2)[C@H]2c3cc(C(=O)N(C)C)n(Cc4ccc(Cl)c(C(F)(F)F)c4)c3C[C@H]2CN1C(=O)c1ccccc1	-13%	.	.	-8%
NCCNCCN	-21%	.	.	-2%

The results go on.
SMILES	GLS inhibitor	G9a block	BAZ2B block	BLM helicase inh
C=C(NC(=O)C(=C)NC(=O)c1csc(C2=NC3c4csc(n4)C4NC(=O)c5csc(n5)C([C@@](C)(O)C(C)O)NC(=O)C5CSC(=N5)/C(=C\C)NC(=O)C(C(C)O)NC(=O)c5csc(n5)[C@]3(CC2)NC(=O)C(C)NC(=O)C(=C)NC(=O)C(C)NC(=O)C(C(C)CC)NC2C=Cc3c(C(C)O)cc(nc3C2O)C(=O)OC4C)n1)C(N)=O (some centres not stated)	.	17%[12.7 µM]	-2%	.
CC(=O)NCc1cc(Cl)c2cccnc2c1O	.	12%[12.7 µM]	10µM*	.
O=C1NC(Cc2ccccc2)c2nc3cc(F)ccc3c(=O)n2-c2ccc(Cl)cc21 (configuration not stated)	.	3%[2.33 µM]	-1%	.
Cc1cccc(CNc2ncnc3ccc(-c4ccc5c(ccn5C)c4)cc23)c1	.	7%[12.7 µM]	?	.
c1coc(-c2ccc3ncnc(NCc4cccs4)c3c2)c1	.	?	?	.
CC(=O)NC(c1cc(F)c2cccnc2c1O)C(C)C (configuration not stated)	.	4%[12.7 µM]	79µM*	.
Oc1ccc(CNc2ccc(C(F)(F)F)cc2Cl)c2cccnc12	.	1.8µM*	79µM*	.
Oc1cc(Nc2ccc(N3CCCCC3)cc2)cc2cccnc12	.	2%[12.7 µM]	35µM*	.

This is a subset; count on the stated rates, not on these rows.
